Bioassay records as filed in PubChem BioAssay.
MITF TRPM1 HTS = MITF TRPM1 promoter activation in melanoma cells; SK-MEL-5 TRPM1-promoter luciferase, 24 h; % of positive control, neutral wells = 0; activation, % at 12.5 µM; 300,000 tested, 0.75% active; AID 588334;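 active = mean activation of at least 80% with every replicate also reaching 80%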;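 note: 0% = neutral control wells and 100% = parthenolide positive control wells; values of inactives mirror those of a sister screen read the other way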
dFosB activator = enhances mouse delta FosB homodimer DNA binding. P13346. purified delta FosB, TAMRA-CDK5 oligo fluorescence polarization; percent of positive-control signal above neutral wells. activation, % at 25 µM. 340,000 tested, 0.99% active. AID 493131;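 active = mean activation above about 17%, with every replicate also reaching it, limit read from the data, passing the limit was not always enough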;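 note: fluorescence polarization rise as delta FosB binds a TAMRA Cdk5 AP-1 oligo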
Target sequence (P13346 whole entry, looked up): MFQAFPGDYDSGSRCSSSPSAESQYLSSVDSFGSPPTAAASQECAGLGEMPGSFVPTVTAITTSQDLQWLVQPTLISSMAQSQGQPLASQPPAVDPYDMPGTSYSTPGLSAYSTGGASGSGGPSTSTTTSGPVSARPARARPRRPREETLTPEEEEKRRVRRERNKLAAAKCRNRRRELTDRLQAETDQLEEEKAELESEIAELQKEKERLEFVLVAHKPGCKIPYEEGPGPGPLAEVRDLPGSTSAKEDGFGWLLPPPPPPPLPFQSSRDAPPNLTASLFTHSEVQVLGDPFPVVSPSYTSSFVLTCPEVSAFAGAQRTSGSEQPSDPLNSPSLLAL
SR-BI uptake up = activators of SR-BI mediated HDL lipid uptake; CHO ldlA[mSR-BI] cells, DiI-HDL uptake fluorescence, 3 h; 100 = double the neutral-control signal; activation, % at 12.5 µM; 320,000 tested, 0.096% active; AID 504775;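 active = mean replicate activation of at least 60% and every replicate at or above 60%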;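 note: 0% = median plate neutral-control signal and 100% = twice that signal; values of inactives mirror those of a sister screen read the other way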
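Assay system: LDL receptor-deficient CHO ldlA cells overexpressing murine SR-BI / Medium: BSA-supplemented, HEPES-buffered Ham's F12, pH 7.4 / Probe or stimulus: DiI-labelled HDL at 10 µg/mL final / Timing: compound with DiI-HDL co-incubation, 3 h at 37 °C / Technique: bottom-read cell fluorescence after medium removal, ex 550/em 595 nm / Measure: HDL uptake via cellular fluorescence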
NSD2 inh = blocks human histone methyltransferase NSD2 | inhibition, % at 12.5 µM | O96028 | NSD2 peptide methylation, AlphaScreen, 120 min | 310,000 tested, 0.54% active | AID 743445; in the data active = inhibition above about 50%
Pemphigus Ab inh = human desmoglein-3 autoantibody binding inhibition | binding (percent of control), % at 10 µM | 310,000 tested, 0.48% active | DSG3-coupled beads, scFv-anti-DSG3-GFP binding, flow cytometry; active compounds read low;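 active = binding more than 3 SD below its plate's average and above zero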;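 note: hits lower antibody fragment binding to DSG3; some compounds called inactive have numbers as strong as hits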
SR-BI DiI inh = mouse SR-BI HDL lipid transfer inhibition. 320,000 tested, 0.96% active. ldlA[mSR-BI] CHO cells, DiI-HDL uptake fluorescence, 3 h. inhibition, % at 12.5 µM;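 active = mean replicate inhibition of at least 70% and a set share of replicates each scoring 70 or more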;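 note: 0% = median of neutral control wells and 100% = median of positive control wells; values of inactives mirror those of a sister screen read the other way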
Arr AP2 block = human beta-arrestin and AP2 interaction inhibition. FITC-arrestin peptide / GST-AP2 beads, flow cytometry; AP2 beta2 appendage carries R879A mutation. inhibition, % at 10 µM. 340,000 tested, 0.31% active. AID 504490;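 active = inhibition above a set limit, near 3 SD of compounds lacking own fluorescence, cut at about 54% in these data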;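 note: plate controls were DMSO wells for no effect and 5 µM unlabelled arrestin peptide for full effect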
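System: GST-tagged AP2 beta2-adaptin appendage (R879A) on 4 µm glutathione beads / Reagent: FITC-arrestin peptide, 50 nM / Detection: HyperCyt-sampled flow cytometry, FL1 channel, ex 488/em 535 nm / Timing: 12 min plus 1 h, RT / Buffer or medium: PBS plus Tween 20 (0.05%) and BSA (0.1%)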
PKA-R1A act = activators of PKA-R1A complex. P00514+P68181. activation, % at 11.4 µM. AID 504707. 340,000 tested, 0.083% active. PKA-R1A dissociation, Cy5-IP20 fluorescence polarization; scaled: DMSO 0%, 113 µM cGMP 100%;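 active = percent activation above the mean of all tested compounds plus 3 SD, cut at about 19% in these data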;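 note: higher means more PKAc released from R1A so a rise in polarization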
PKA-R2B activ = activates the human PKA-R2B holoenzyme complex; P22694+P31323; PKA-R2B holoenzyme dissociation, Cy5-IP20 fluorescence polarization; R2B truncated from residue 108, S112A mutant; 0% DMSO only, 100% 113 µM cGMP; 340,000 tested, 0.079% active; activation, % at 11.4 µM;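 active = activation above a cutoff set at the mean over all compounds plus 3 SD, cut at about 18% in these data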;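 note: higher means more holoenzyme dissociation and a rise in polarization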
CDK5 inh = blocks human CDK5/p35 kinase activity; Q00535+Q15078; inhibition, % at 10 µM; AID 488839; Recombinant CDK5/p35, ADP-Glo luminescence, 60 min; 330,000 tested, 0.01% active;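 active = highest replicate inhibition of at least 50% and at least 75% of replicates reaching 50%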;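 note: plate controls were DMSO neutral control for no effect and GW8510 at 10 µM for full effect; many of its hits are not listed in these tables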
Target sequence (Q00535 whole entry, looked up): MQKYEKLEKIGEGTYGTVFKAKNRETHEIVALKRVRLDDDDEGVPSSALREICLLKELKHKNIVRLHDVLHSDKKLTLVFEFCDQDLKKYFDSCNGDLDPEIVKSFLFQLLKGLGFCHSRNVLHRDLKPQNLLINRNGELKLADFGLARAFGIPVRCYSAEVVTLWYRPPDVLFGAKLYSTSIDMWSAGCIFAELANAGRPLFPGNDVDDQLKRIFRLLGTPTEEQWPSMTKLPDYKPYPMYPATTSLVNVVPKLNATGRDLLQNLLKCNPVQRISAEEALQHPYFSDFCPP
Target sequence (Q15078 whole entry, looked up): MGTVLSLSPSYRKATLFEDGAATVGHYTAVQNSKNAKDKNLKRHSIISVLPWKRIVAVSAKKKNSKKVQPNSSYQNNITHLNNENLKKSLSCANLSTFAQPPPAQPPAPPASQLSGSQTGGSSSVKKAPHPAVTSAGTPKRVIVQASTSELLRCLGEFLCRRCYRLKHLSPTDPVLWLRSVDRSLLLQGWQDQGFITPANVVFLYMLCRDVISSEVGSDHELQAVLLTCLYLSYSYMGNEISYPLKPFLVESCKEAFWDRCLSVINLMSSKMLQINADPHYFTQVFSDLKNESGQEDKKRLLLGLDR
SUMO Mot1 rescue = blocks SUMOylation pathway, rescuing yeast Mot1-301 growth; S. cerevisiae Mot1-301 growth rescue, ATP luminescence, 38.5C; percent above DMSO median, 100 means doubled; AID 2716; 320,000 tested, 1% active; growth rescue, % at 18.8 µM;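 active = every valid replicate shows activation above 250% relative to neutral control wells; inactive = the rest, any valid replicate at or below 250%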;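 note: OY570 slx delta 5 strain wells were the positive control but not used for scaling; some compounds called inactive have numbers as strong as hits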
Active calls of the source: *; · = not tested or not shown.

SR-BI uptake up	CDK5 inh	NSD2 inh	MITF TRPM1 HTS	SUMO Mot1 rescue	SR-BI DiI inh	PKA-R1A act	Arr AP2 block	Pemphigus Ab inh	dFosB activator	PKA-R2B activ	molecule
12	0.0	1	-12	13	-12	-3	9	114	1	-9	CC(=O)c1ccc(S(=O)(=O)Oc2ccc(C(=O)O)cc2Cl)cc1
12	5.6	4	0	46	-12	2	0	108	-8	-13	CCOC(=O)C1CCN(CC(C)(C)NS(=O)(=O)c2ccc(C)cc2)CC1
-34	-0.5	·	-8	·	34	-1	21	105	-26	-4	COc1ccc(CNC(=O)C[C@H]2C[C@H](C(=O)N3CCCCC3)[C@@]3(C)c4[nH]c5cc(-c6ccco6)ccc5c4CCN3C2=O)cc1OC
5	-1.0	-7	5	-26	-5	0	-4	106	-6	1	Cn1ncc2c1ncn1nc(COc3ccc4ccccc4c3)nc21
5	-3.0	5	·	63	-5	4	-4	111	-2	7	CC1(C)CC2=C(CO1)C(=S)NC(c1ccccc1)N2CC1CCCO1 (configuration not stated)
14	-1.3	1	-2	1	-14	-3	-3	100	-7	3	COc1ccc(C2C3=C(CC(C)(C)CC3=O)Oc3ncn(CCO)c(=N)c32)cc1OC (configuration not stated)
10	-0.9	-3	3	0	-10	-11	2	101	-1	-4	Cc1ccc(NC(=O)CCC(=O)NNC(=O)/C=C/C(=O)O)c(C)c1
18	-0.8	-2	8	-12	-18	7	-1	95	6	-14	O=C(NCC1CC1)c1cc([N+](=O)[O-])cc([N+](=O)[O-])c1
-7	0.7	-1	7	51	7	-10	3	102	-6	-12	CCCC(NC(=O)c1c(C)noc1C)C12CC3CC(CC(C3)C1)C2 (configuration not stated)
-9	0.9	·	·	6	9	-9	2	103	-14	1	O=C(Nc1ccccc1)c1ccc(NCC2CCCO2)c(S(=O)(=O)N2CCOCC2)c1 (configuration not stated)
12	-0.8	-1	-3	3	-12	-10	-2	108	0	-5	CCOc1ccccc1NC(=O)COC(=O)CCOc1cc(C)ccc1C
11	-1.6	-1	32	-18	-11	-15	1	115	7	-11	O=C(O)c1ccc(N=NN2CCCCCC2)cc1
34	-0.5	-3	·	16	-34	2	-10	118	-5	-2	CC(NC(=O)C12CC3CC(C)(CC(C)(C3)C1)C2)c1ccncc1 (configuration not stated)
9	-0.1	0	-2	15	-9	-4	10	90	-3	0	CC(C)CN(C(=O)CCc1ccccc1)c1c(N)n(CC(C)C)c(=O)[nH]c1=O
-7	1.6	-1	9	-7	7	-11	-2	·	-1	2	Nc1c(N(CCO)C(=O)C2CCCC2)c(=O)[nH]c(=O)n1Cc1ccccc1
-9	-2.6	-1	-12	-11	9	-10	11	115	-6	8	CCOc1ccc(C(=O)N2CCN(c3ccccc3)CC2)cc1OCC
-12	-0.6	-1	·	1	12	5	28	98	-3	-2	CNC(=O)c1nc(C)n(-c2cc(Cl)ccc2Cl)n1
13	-2.0	-6	10	·	-13	-4	3	·	2	2	COc1cc(C(=O)NC(C)Cc2ccccn2)ccc1OC1CCN(C(C)=O)CC1 (configuration not stated)
-2	0.9	17	·	-4	2	-5	18	103	2	-6	C/C=C/c1ccc(OCC(O)CNCCc2ccc(OC)cc2)c(OC)c1 (configuration not stated)
15	0.8	11	6	-2	-15	-10	7	93	25*	-3	NCCNc1ccc([N+](=O)[O-])c(Sc2nc3ccccc3[nH]2)c1
20	0.8	-8	-5	8	-20	3	14	99	2	4	O=C(NCC(=O)N(c1cccnc1)C(C(=O)NC1CCCC1)c1ccccc1)c1ccco1 (configuration not stated)
19	-1.4	-1	-8	-15	-19	-3	-2	101	4	-1	COc1ccc(CC(=O)NNC(=O)CCc2ccccc2)cc1
19	0.7	-3	3	-4	-19	-8	-5	·	-7	-3	O=C1CSC(c2ccccc2F)N1 (configuration not stated)
12	1.1	6	·	128	-12	10	-19	98	-6	0	Cc1cc(C)n2nc(SCc3ccccc3C(=O)O)nc2n1
3	·	-1	-11	·	-3	-9	1	·	-1	1	Cc1ccc(C(=O)N2CCN(c3cc(=O)[nH]nc3-c3ccccc3)CC2)cc1
-13	0.2	2	-4	-8	13	-12	2	102	-5	3	CCC(C(=O)Nc1cccc(OC)c1)n1nc(C)c2c(C)n(-c3ccccc3)nc2c1=O (configuration not stated)
17	-2.7	-2	·	-22	-17	-4	34	101	-1	-8	Cc1nc2ccccn2c1C(=O)NC1CCCc2ccccc21 (configuration not stated)
16	-0.9	2	-5	-27	-16	-22	12	94	1	1	O=C(CCCC(=O)OCC(=O)NC1CCCC1)Nc1ccccn1
-1	0.9	-3	-8	1	1	-4	4	93	-7	2	Cc1cc(C)c(S(=O)(=O)NCc2cn3ccccc3n2)c(C)c1
32	0.4	0	-1	3	-32	1	4	103	-3	-6	COc1cc(NS(=O)(=O)c2c(C)[nH]c(C)c2C(=O)N2CCCCC2)cc(OC)c1OC
-8	-1.1	-2	·	300	8	-3	-4	98	1	-2	COc1ccc(/C(O)=C2\C(=O)C(=O)N(CCN(C)C)C2c2cccc(OC)c2OC)cc1Cl (configuration not stated)
1	0.1	36	2	208	-1	-2	6	·	-7	-4	Cc1ccc2c(c1)N(CCC(=O)NCCCN1CCCC1)C(=O)C(C)O2 (configuration not stated)
7	-0.1	-1	-5	41	-7	-5	1	116	8	-2	O=C(Cc1ccc(Cl)cc1Cl)Nc1ccncc1Cl
-67	1.1	0	9	59	67	-11	-22	94	1	8	c1csc(-c2cc(N3CCCCC3)c3ccccc3n2)c1
0	-0.2	1	1	31	0	2	-10	102	-15	-3	O=C(COc1ccc2c3c(c(=O)oc2c1)CCCC3)NCCCN1CCCC1=O
·	-1.3	-2	89*	-10	·	10	2	90	3	3	CCc1cc(CNC(=O)CCc2nnc(CCCc3ccccc3)o2)on1
-60	1.2	-9	-13	-8	60	-4	-5	101	-13	1	CCCCN(C)C(=O)c1oc2ccc(S(=O)(=O)N3CCCCCC3)cc2c1C
-1	1.3	-2	-12	-12	1	-6	38	108	4	8	N#Cc1cccnc1Oc1ccccc1
-1	0.8	-2	2	32	1	-8	-7	·	5	1	CC(=O)c1cc2c(cc1NC(=O)Cc1ccsc1)OCO2
5	-0.8	0	13	741	-5	-5	-4	97	-13	-5	CCc1nnc(NC(=O)C2Cc3ccccc3CN2S(=O)(=O)c2ccc(C)cc2)s1 (configuration not stated)

Exported with tabs: entries from further up.
structure	SR-BI uptake up	CDK5 inh	NSD2 inh	MITF TRPM1 HTS	SUMO Mot1 rescue	SR-BI DiI inh	PKA-R1A act	Arr AP2 block	Pemphigus Ab inh	dFosB activator	PKA-R2B activ
Cc1cc(C)n2nc(SCc3ccccc3C(=O)O)nc2n1	12	1.1	6	·	128	-12	10	-19	98	-6	0
Cc1ccc(C(=O)N2CCN(c3cc(=O)[nH]nc3-c3ccccc3)CC2)cc1	3	·	-1	-11	·	-3	-9	1	·	-1	1
CCC(C(=O)Nc1cccc(OC)c1)n1nc(C)c2c(C)n(-c3ccccc3)nc2c1=O (configuration not stated)	-13	0.2	2	-4	-8	13	-12	2	102	-5	3
Cc1nc2ccccn2c1C(=O)NC1CCCc2ccccc21 (configuration not stated)	17	-2.7	-2	·	-22	-17	-4	34	101	-1	-8
O=C(CCCC(=O)OCC(=O)NC1CCCC1)Nc1ccccn1	16	-0.9	2	-5	-27	-16	-22	12	94	1	1
Cc1cc(C)c(S(=O)(=O)NCc2cn3ccccc3n2)c(C)c1	-1	0.9	-3	-8	1	1	-4	4	93	-7	2
COc1cc(NS(=O)(=O)c2c(C)[nH]c(C)c2C(=O)N2CCCCC2)cc(OC)c1OC	32	0.4	0	-1	3	-32	1	4	103	-3	-6
COc1ccc(/C(O)=C2\C(=O)C(=O)N(CCN(C)C)C2c2cccc(OC)c2OC)cc1Cl (configuration not stated)	-8	-1.1	-2	·	300	8	-3	-4	98	1	-2
Cc1ccc2c(c1)N(CCC(=O)NCCCN1CCCC1)C(=O)C(C)O2 (configuration not stated)	1	0.1	36	2	208	-1	-2	6	·	-7	-4
O=C(Cc1ccc(Cl)cc1Cl)Nc1ccncc1Cl	7	-0.1	-1	-5	41	-7	-5	1	116	8	-2

Remaining list, next part
SR-BI uptake up	CDK5 inh	NSD2 inh	MITF TRPM1 HTS	SUMO Mot1 rescue	SR-BI DiI inh	PKA-R1A act	Arr AP2 block	Pemphigus Ab inh	dFosB activator	PKA-R2B activ	molecule
-18	0.0	-4	6	-8	18	-5	2	105	0	-4	O=C(CSc1cc(Cl)ccc1Cl)NC1CC1
-4	-0.4	9	3	3	4	-4	-21	114	0	-6	O=[N+]([O-])c1cccc(-c2nnnn2-c2cccc(F)c2)c1
-6	1.4	-6	6	7	6	4	13	101	0	8	CC/C(O)=C(\C#N)c1nnc2n1CCCCC2
-2	-2.4	21	-2	-11	2	-5	-5	117	-12	-5	COc1ccc(C(C)=NNc2ccc([N+](=O)[O-])cc2S(=O)(=O)Nc2ccccc2C(=O)O)c(OC)c1
4	0.6	0	-10	1	-4	7	16	98	-8	-2	COc1ccc(NC(=O)CSc2nnnn2C2CC2)cc1S(=O)(=O)N1CCOCC1
4	-0.2	2	1	-6	-4	-12	-11	·	-5	4	COCCn1nnnc1CN1CCN(c2cccc(C(F)(F)F)c2)CC1
-3	1.0	4	-14	12	3	-14	20	95	-8	-10	N#C/C(=C\c1ccc(-c2ccc([N+](=O)[O-])cc2Br)o1)C(=O)N1CCN(c2ccccc2)CC1
3	0.5	-4	2	·	-3	5	13	90	-7	1	COc1ccc(OC)c(S(=O)(=O)N2CCN(CC(O)CN3CCOCC3)CC2)c1 (configuration not stated)

The order is random (roughly 4.7% active in at least one column).
